JMJD2A Tudor: JMJD2A Tudor domain (human) inhibition. AID 504339. 4.4% of 390,000 active. O75164. AlphaScreen JMJD2A-Tudor / H3K4me3 peptide binding. Potency, µM (series often up to 114 µM), inactives show top-dose activity change, negative = inhibition, actives largely listed as inhibitors; further: on the % scale 0 is the no-effect control and ±100 the full control effect; nearly all actives have a fitted effect of over 50% in size
PGK inhibitor: inhibitors of T. brucei phosphoglycerate kinase; P07378; PGK/GAPDH coupled, Kinase-Glo luminescence, 60 min; Potency, µM (highest dose often 57.5 µM), inactives show at the top dose activity change, negative = inhibition, actives largely listed as inhibitors; 0.043% of 380,000 active; further: on the % scale 0 is the no-effect control and ±100 the full control effect; nearly all actives have a fitted effect of over 60% in size
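Recombinant glycosomal PGK reaction used 1,3-bisphosphoglycerate generated in-well by GAPDH (100nM final) in 100mM TEA pH 7.6, 5mM MgCl2, 0.01% Tween-20. After 60 minutes at room temperature, ATP was read by Kinase-Glo Plus luminescence end-point.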
12-LOX inh: ALOX12 (human) lipoxygenase inhibition. 1.1% of 580,000 active. AID 1671190. purified 12hLO, xylenol orange hydroperoxide absorbance. P18054. Potency, µM (titrated, usually from 108 µM), for the others: at the highest dose activity change, negative = inhibition, hits mostly inhibitors; further: on the % scale 0 is the no-effect control and ±100 the full control effect
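Purified human 12hLO (150 nM final) in 25 mM Hepes, 0.01% Triton X-100, pH 7.0 was preincubated 15 min at room temperature with compound. Then 40 uM arachidonic acid was added, 30 min. Hydroperoxide was read by Fe-XO absorbance ratio 573/405 nm.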
RGS4 inhibitor: human RGS4 inhibition; P49798; Transcreener GDP fluorescence polarization, RGS4-accelerated GTP hydrolysis; Potency, µM (top dose mostly 114 µM), without a hit: top-dose activity change, negative = inhibition, usual class: inhibitors; 0.039% of 390,000 active; further: on the % scale 0 is the no-effect control and ±100 the full control effect; nearly all actives have a fitted effect of over 75% in size; some results filed as inactive show a strong effect at the top dose
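MLSMR compounds (23 nl, pin-transferred) preincubated 10 min at room temperature with a 500nM (2x) first reagent, then RGS4 at 900nM (2x) plus Transcreener GDP mix added; fluorescence polarization (620/688 nm) read before and after 90 min at 30 °C.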
Pin1 inh: human Pin1 inhibition. 0.009% of 390,000 active. Potency, µM (doses to about 115 µM), for inactives: at the highest dose activity, negative = inhibition, usual class: inhibitors. Pin1 FP peptide displacement, HiFluor488, 10 min. Q13526. AID 504891; active means well fitted inhibition curve with a large enough effect in the polarisation, with a control signal flat, not every such curve was filed as active; inconclusive means small, poorly fitted or top-dose-only effect, or effect the other way, or a change in a side signal; inactive means no such curve, though single readings can be large or run the other way; the % refers to the polarisation; further: on the % scale 0 is the no-effect control and ±100 the full control effect
TrxR1 inh: blocks rat thioredoxin reductase 1; AID 588453; 1% of 390,000 active; Potency, µM (highest dose often 114 µM), inactives show at the highest dose activity change, negative = inhibition, hits mostly inhibitors; recombinant rTrxR1, NADPH fluorescence consumption, selenite substrate; further: on the % scale 0 is the no-effect control and ±100 the full control effect; nearly all actives have a fitted effect of over 65% in size
Target sequence (O89049 whole entry, looked up): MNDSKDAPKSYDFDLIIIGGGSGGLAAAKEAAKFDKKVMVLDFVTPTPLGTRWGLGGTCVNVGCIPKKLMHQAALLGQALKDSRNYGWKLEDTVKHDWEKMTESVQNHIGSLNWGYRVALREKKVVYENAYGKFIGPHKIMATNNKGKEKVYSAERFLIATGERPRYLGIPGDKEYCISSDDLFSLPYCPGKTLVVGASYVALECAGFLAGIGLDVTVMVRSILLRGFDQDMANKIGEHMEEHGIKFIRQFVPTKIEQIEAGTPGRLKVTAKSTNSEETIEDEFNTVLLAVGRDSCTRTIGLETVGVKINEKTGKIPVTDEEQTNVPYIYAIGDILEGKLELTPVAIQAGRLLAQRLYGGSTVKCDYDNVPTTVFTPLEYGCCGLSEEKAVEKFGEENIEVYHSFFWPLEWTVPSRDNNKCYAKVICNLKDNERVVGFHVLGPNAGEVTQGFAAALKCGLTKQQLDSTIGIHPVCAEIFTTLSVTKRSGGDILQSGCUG
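Rat TrxR1 (90 nM in the dispensed reagent) was pre-reduced with 400 uM NADPH for 5 min at room temperature, then incubated with compound for 15 min. After 400 uM selenite was added, NADPH fluorescence (Ex 340/Em 450 nm) was followed for 8 min.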
ERG Ets-DNA blk: inhibitors of human ERG Ets domain-DNA interaction; P11308; fluorescence polarization, His-ERG Ets domain / labelled DNA; Potency, µM (highest dose often 76.9 µM), without a hit: top-dose FP activity, negative = inhibition, actives largely listed as inhibitors; 0.028% of 370,000 active; AID 624246; active means well fitted inhibition curve with a large enough effect in the polarisation, with a control signal flat; inconclusive means small, poorly fitted or top-dose-only effect, or effect the other way, or a change in a side signal; inactive means no such curve, though single readings can be large or run the other way; the % refers to the polarisation;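 further: polarization taken with two DNA probes labelled with fluorescein and Texas red; % of control where 0% means no effect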
Target sequence (P11308 whole entry, looked up, the tested form may be a part): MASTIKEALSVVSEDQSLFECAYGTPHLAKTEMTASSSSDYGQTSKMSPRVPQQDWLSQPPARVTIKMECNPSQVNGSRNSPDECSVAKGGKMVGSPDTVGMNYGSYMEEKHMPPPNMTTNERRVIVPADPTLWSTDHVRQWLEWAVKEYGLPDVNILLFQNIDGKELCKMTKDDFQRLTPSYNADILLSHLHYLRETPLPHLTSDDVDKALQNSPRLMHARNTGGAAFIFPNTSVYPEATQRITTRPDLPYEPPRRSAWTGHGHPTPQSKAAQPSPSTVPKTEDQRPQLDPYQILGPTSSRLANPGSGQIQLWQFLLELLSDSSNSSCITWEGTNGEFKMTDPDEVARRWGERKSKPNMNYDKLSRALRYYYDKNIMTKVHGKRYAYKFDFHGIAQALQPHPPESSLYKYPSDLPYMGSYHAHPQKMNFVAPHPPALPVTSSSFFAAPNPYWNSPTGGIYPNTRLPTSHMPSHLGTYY
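His-tagged ERG Ets domain (1 uM in the protein solution; 300mM KCl, 50mM Tris-HCl, 1mM EDTA, 1mM DTT, pH 7.5) received compound, then a probe mix of 5 nM fluorescein-DNA and 100nM Texas-615-DNA. Fluorescence polarization was read for both dyes.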
GLS inh: inhibitors of human glutaminase (GLS); GLS enzymatic activity, qHTS titration; 0.21% of 410,000 active; Potency, µM (series often up to 45.5 µM), without a hit: at the top dose activity change, negative = inhibition, usual class: inhibitors; AID 624170; further: on the % scale 0 is the no-effect control and ±100 the full control effect
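Coupled fluorescence readout: glutamate oxidase/HRP/Amplex Red detect glutamate formed by hKGA from L-glutamine (1 mM solution added). Buffer 45 mM KH2PO4 pH 8.2, 0.02% Tween-20; reads at t0 and 30 min RT.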
HP1b chromo inh: blocks HP1-beta chromodomain binding to methylated histone tails; P83916; AlphaScreen HP1-beta / biotin-H3K9me3 peptide binding; Potency, µM (titrated, usually from 114 µM), for the others: at the highest dose activity change, negative = inhibition, most hits filed as inhibitors; 0.56% of 390,000 active; AID 540317; further: nearly all actives have a fitted effect of over 70% in size; inactives centre near 23
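AlphaScreen: HP1-beta (50 nM) preformed 30 min with biotin-H3(1-18)K9me3 peptide (50 nM) in PBS pH 7.4, 0.01% Tween-20. Compound added for 30 min at RT, then streptavidin donor/nickel chelate acceptor beads (10 ug/mL) for 30 min.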
Starred values were filed as active, the others as inactive; i = inactive; ? = inconclusive; . = no result given; & = joins results of further samples; [ ] = dose if it differs, or a comment. Unless noted, the call rests on the fitted dose curve; in most records, active means well fitted curve in the direction sought with a large enough effect; inconclusive means small, poorly fitted or top-dose-only effect, or another doubt; inactive means no such curve, though single readings can be large; an effect the other way counts as inactive or inconclusive. Potency means the concentration at half of the fitted maximal effect. Only part of the results is shown; count on the stated rates, not on these rows.

Values run as follows: JMJD2A Tudor	PGK inhibitor	12-LOX inh	RGS4 inhibitor	Pin1 inh	TrxR1 inh	ERG Ets-DNA blk	GLS inh	HP1b chromo inh
CCc1noc(C)c1C(=O)Nc1ccc(F)c(F)c1
    -4%	9%	?	-10%	-4%	11%	5%	2%	26%
Cc1ccc(S(=O)(=O)N2CCC(C(=O)N3CCCC(C(F)(F)F)C3)CC2)cc1C (stereo unspecified)
    -6%	8%	7%	-9%	5%	3%	0%	8%	26%
CCOCCCNC(=O)c1c(NC(=O)c2cc(=O)c3cc(C)c(C)cc3o2)sc2c1CCC2
    -7%	-4%	9%	-5%	-7%	14%	2%	1%	64%[activator]
Cc1cc(C)c(NC(=O)COC(=O)Cn2nc(-c3ccccc3)oc2=O)c(C)c1
    -23%	i	2%	9%	0%	-6%	-2%	0%	10%
Cn1cccc1/C=N/n1cnnc1
    -27%	-9%	0%	9%	-3%	0%	9%	9%	22%
Cc1ccc(N(CC#N)C(=O)CS(=O)(=O)c2cccc([N+](=O)[O-])c2)cc1
    -17%	-9%	1%	-1%	0%	-9%	2%	1%	-4%
COC(=O)C1=C(C(C)=O)C(c2ccc(C)cc2)n2nnnc2N1 (stereo unspecified)
    -32%	12%	-4%[57.4 µM]	?	-8%	-16%	-10%	15%	45%[activator]
COc1cc(C(=O)NC(=S)Nc2ccc(NC(=O)c3ccco3)cc2)cc(OC)c1OC
    -10%	1%	-3%	-14%	1%	-7%	1%	10%	7%
CC1CN(C(=O)Nc2ccc3snnc3c2)c2ccccc21 (stereo unspecified)
    -20%	-9%	0%	-4%	-8%	10%	7%	3%	37%
Cc1ccc(NC(=O)Cc2cn3ccsc3n2)nc1
    -28%	i	i	-18%	0%	-7%	0%	3%	32%
CCOC(=O)C1CCCCN1Cc1cccc(OC)c1OC (stereo unspecified)
    5.6µM*	.	?	-5%	-15%	25%	.	13%	?
CCc1ccc(OCC(=O)NNC(=O)c2cnccn2)c(Br)c1
    5%	-7%	1%	-23%	-6%	18%	-5%	15%	48%[activator]
O=C(Nc1ccc2c(c1)OCO2)NC1CCN(Cc2ccccc2)CC1
    -32%	-25%	4%	7%	-8%	33%[activator]	6%	32%[activator]	-19%
COCCN1CCN(C(=O)C2CCC(=O)N(CCc3ccccc3)C2)CC1 (stereo unspecified)
    -1%	-3%	4%	9%	0%	?	-9%	13%	17%
CCc1nnc(NC(=O)C2CCN(C(=O)c3ccco3)CC2)s1
    -13%	-9%	-6%	-2%	-9%	12%	-8%	-5%	-3%
Cc1ccc(-c2nnc3ccc(SCC(=O)OCc4ccccc4)nn23)cc1
    12%[57.1 µM]	.	.	18%	3%	16%	.	.	12%[57 µM]
CCOC(=O)C1CCCN(c2ncnc3c2nnn3C)C1 (stereo unspecified)
    -15%	-3%	-20%	-23%	-1%	9%[57.1 µM]	-2%	8%	51%[activator]
COc1cc(S(=O)(=O)N(C)C)ccc1F
    -14%	-1%	-5%	8%	5%	16%	-5%	8%	13%
CC(OC(=O)/C(C#N)=C/c1ccc(N(C)C)cc1)C(=O)N(C)Cc1ccccc1 (stereo unspecified)
    -8%	-4%	490%[activator]	-21%	?	-9%	-27%	8%	42%[activator]
Cc1ccc(/C=C/C(=O)Nc2ccccc2C(N)=O)o1
    -18%	-7%	-25%	2%	-2%	?	-10%	-9%	5%

Additional results
Values run as follows: JMJD2A Tudor	PGK inhibitor	12-LOX inh	RGS4 inhibitor	Pin1 inh	TrxR1 inh	ERG Ets-DNA blk	GLS inh	HP1b chromo inh
Cc1ccc(CN2C(=O)CSC(C)C2=O)cc1 (stereo unspecified)
    -5%	-3%	9%	-5%[56.9 µM]	3%	19%	-2%	0%	73%[activator]
O=C(Cc1cn2ccsc2n1)Nc1nc2c(s1)CCCC2
    -28%	-7%	148%[activator]	-12%	1%	2%	-6%	-8%	9%
COc1ccc(C(=O)N/C(=C\c2ccco2)C(=O)NC2CCS(=O)(=O)C2)cc1 (stereo unspecified)
    -13%	i	?	-11%	-5%	0%[57.1 µM]	9%	6%	-1%
O=C1C2C3C=CC(C3)C2C(=O)N1c1cccc(-c2nc3ccccc3o2)c1 (stereo unspecified)
    -10%	-6%	2%	14%	18%	-4%	8%	7%	37%
COc1ccc2cc(C3(C)NC(=O)N(CC(=O)NCCC4=CCCCC4)C3=O)ccc2c1 (stereo unspecified)
    -6%	4%	?	16%	6%	17%	-7%	18%	13%
O=S(=O)(c1ccc(Cl)cc1)N1CCN(CCc2ccccc2)CC1
    -6%	-5%	-7%	-23%	6%	32%	?	-4%	30%[activator]
N#Cc1ccccc1NC(=O)Nc1cccc(Cl)c1
    -18%[11.4 µM]	-8%	-1%	-4%[11.4 µM]	-7%	-6%[57.1 µM]	-9%	-22%	62%[activator]
C/C(=N\Nc1ccc(Cl)cc1)c1ccccn1
    ?	-3%	?	?	1%	?	-11%	-3%	-7%
C=CCOc1nc(N(C)C)nc(N(C)C)n1
    -28%	-2%	0%	-19%	3%	7%	-12%	0%	5%
COc1ccccc1CNC(=O)c1ccccc1N
    -18%	i	4%	7%	-5%	17%	-4%	10%	2%
O=C(NNC(=O)c1cccc2ccccc12)c1cccc(F)c1
    -2%	0%	11%	19%	1%	18%	3%	4%	6%
COc1ccccc1CNC(=O)c1ccccc1OC
    2%	1%	-2%	-6%	2%	14%	.	-2%	11%
CC(=O)Nc1nonc1-c1nnc(SCC(=O)Nc2ccc(C)cc2C)n1C
    -14%	-5%	4%	-20%	-7%	25%	0%	4%	9%
CC(C)Oc1ccc(Cn2c(=O)oc3ccccc32)cc1
    -5%	-6%	0%	19%	-2%	29%	13%	-9%	34%[activator]
CC(=O)C[C@H]1c2cc(C(F)(F)F)ccc2S(=O)(=O)N1c1ccccc1
    -8%	-9%	-4%	-15%	-6%	13%&0%	-2%	-5%	41%[activator]
Cc1ccc(C)c(NC(=O)c2cc(-c3cc(C)ccc3O)n[nH]2)c1
    1%	i	29%	-29%	-1%	3%[57.1 µM]	-3%	-18%	38%[activator]
Brc1cccc(-c2nc3cccnc3nc2-c2cccc(Br)c2)c1
    ?	-5%	1%	-18%	3%	6%	2%	-1%	-26%
Cc1cccc(N2CCN(C(=O)C3CCCN(S(=O)(=O)c4cccc5nsnc45)C3)CC2)c1C (stereo unspecified)
    -26%	-8%	-15%	5%	26%	-8%	4%	-13%	5%
CNc1ccc(NC(C)=O)cc1[N+](=O)[O-]
    -19%	-6%	8%	-12%	6%	-4%	-1%	6%	-2%
NNC(=O)c1n[nH]c(=O)c2ccccc12
    7%	-9%	1%	-3%	-2%	8%	-13%	36%[activator]	54%[activator]
CCOc1ccccc1NC(=O)Cn1c(=O)n(-c2cccc(C)c2)c(=O)c2c1c1cc(OC)ccc1n2C
    5%	-8%	0%	7%	-3%	20%	-3%	-12%	38%
CC1(C)CC(=O)C=C(NCc2ccco2)C1
    -17%	i	11%	20%	0%	-7%	14%	2%	5%

5 entries already listed, sorted by their value in HP1b chromo inh, highest first:
Values run as follows: JMJD2A Tudor	PGK inhibitor	12-LOX inh	RGS4 inhibitor	Pin1 inh	TrxR1 inh	ERG Ets-DNA blk	GLS inh	HP1b chromo inh
O=C(NNC(=O)c1cccc2ccccc12)c1cccc(F)c1
    -2%	0%	11%	19%	1%	18%	3%	4%	6%
CC1(C)CC(=O)C=C(NCc2ccco2)C1
    -17%	i	11%	20%	0%	-7%	14%	2%	5%
COc1ccccc1CNC(=O)c1ccccc1N
    -18%	i	4%	7%	-5%	17%	-4%	10%	2%
COc1ccc(C(=O)N/C(=C\c2ccco2)C(=O)NC2CCS(=O)(=O)C2)cc1 (stereo unspecified)
    -13%	i	?	-11%	-5%	0%[57.1 µM]	9%	6%	-1%
Brc1cccc(-c2nc3cccnc3nc2-c2cccc(Br)c2)c1
    ?	-5%	1%	-18%	3%	6%	2%	-1%	-26%

One compound at a time, from the list above.
`COc1ccccc1CNC(=O)c1ccccc1N` is listed as JMJD2A Tudor: -18%; PGK inhibitor: i; 12-LOX inh: 4%; RGS4 inhibitor: 7%; Pin1 inh: -5%; TrxR1 inh: 17%; ERG Ets-DNA blk: -4%; GLS inh: 10%; HP1b chromo inh: 2%
`COc1ccc(C(=O)N/C(=C\c2ccco2)C(=O)NC2CCS(=O)(=O)C2)cc1` (stereo unspecified) is listed as JMJD2A Tudor: -13%; PGK inhibitor: i; 12-LOX inh: ?; RGS4 inhibitor: -11%; Pin1 inh: -5%; TrxR1 inh: 0%[57.1 µM]; ERG Ets-DNA blk: 9%; GLS inh: 6%; HP1b chromo inh: -1%

Quoted from the listing:
Value for CC(=O)Nc1nonc1-c1nnc(SCC(=O)Nc2ccc(C)cc2C)n1C under GLS inh: 4%
Value for Cc1ccc(CN2C(=O)CSC(C)C2=O)cc1 (stereo unspecified) under GLS inh: 0%

Bioassay records: PubChem, National Center for Advancing Translational Sciences (NCATS)
